# Compound activity: PubChem, several laboratories
# KOR beta-arrestin-1: kappa opioid receptor blockers – cell-based, luminescence, uHTS (AID 1778); KOR beta-arrestin recruitment, luminescence, antagonist mode; higher % means a stronger effect; one-dose inhibition, % at 10 µM; IC50 in µM for titrated hits; 290,000 tested, 0.091% active; in the data active means inhibition above about 50%; further: strong numbers were not always called active
# GPR55 activation: GPR55 agonists via beta-arrestin recruitment, primary screen, imaging, U2OS cells, beta-arrestin-GFP redistribution (AID 1961) | U2OS GPR55 beta-arrestin-GFP redistribution imaging; higher % means a stronger effect | activation, % at 10 µM; hits with a dose series show EC50 in µM | 290,000 tested, 0.048% active;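 active means activation above 40% with more than 50 cells counted in the well; inconclusive means wells holding fewer than 50 cells, flagged as toxic or sparse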;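 further: U2OS osteosarcoma cells stably expressing GPR55 and beta-arrestin-GFP; plate controls were DMSO negative control for no effect and LPI positive control for full effect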
# KOR beta-arrestin-2: KOR agonists, beta-arrestin recruitment, primary screen, cell-based, luminescence, uHTS (AID 1777); KOR beta-arrestin recruitment, luminescence; higher % means a stronger effect; activation, % at 10 µM, or EC50 in µM where a hit was titrated; 280,000 tested, 0.02% active; in the data active means activation above about 50%, passing the limit was not always enough; further: a part of the inactive calls stands beside numbers as strong as those of hits
# HIV fusion peptide: inhibitors of HIV fusion peptide binding, primary screen, biochemical, uHTS, fluorescence dequenching (AID 1986); cell-free peptide binding, fluorescence dequenching, 30 min; higher % means a stronger effect; 290,000 tested, 0.3% active; one-dose inhibition, % at 20 µM; IC50 in µM for titrated hits; in the data active means inhibition mostly above about 52%, no sharp cut-off; inactive means mostly below about 76%; further: some results filed as inactive read as strong as hits
# GPR55 LPI antagonism: inhibition of LPI-stimulated GPR55 beta-arrestin translocation – imaging, U2OS, beta-arrestin-GFP, LPI agonist, primary screen (AID 2013). U2OS GPR55 beta-arrestin-GFP translocation imaging, LPI antagonism; higher % means a stronger effect. inhibition, % at 10 µM; hits with a dose series show IC50 in µM. 290,000 tested, 0.13% active;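 active means spots per cell inhibited over 60%, with over 100 cells counted and total cytoplasm intensity under 500,000; inconclusive means wells with under 100 cells, flagged as likely toxic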;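 further: U2OS cells stably carrying GPR55 and arrestin-GFP stimulated by 5 µM LPI near EC80; imaged beta-arrestin-GFP aggregate spots per cell after agonist stimulation; plate controls were LPI-stimulated DMSO wells for no effect and DMSO wells without LPI for full effect; some results filed as inactive read as strong as hits; confirmed hits need IC50 under 10 µM and bright autofluorescent wells are also inconclusive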
# Dengue-2 NS5 capping: flavivirus cap methylation enzyme inhibition – biochemical, confirmation dose response, primary screen (AID 588689). Dengue-2 NS5 methyltransferase capping enzyme assay, biochemical; higher % means a stronger effect. inhibition, % at 25 µM; hits with a dose series show IC50 in µM. 340,000 tested, 0.3% active; in the data active means a potency from the dose series; inconclusive means inhibition above about 29% without an active follow-up result
# West Nile antiviral: inhibition of WNV-induced cytopathic effect – cell-based, CPE readout (AID 1621) | 290,000 tested, 0.02% active | West Nile virus-infected cells, CPE inhibition; higher % means a stronger effect | CPE inhibition, % at 10 µM, or IC50 in µM where a hit was titrated; in the data active means a potency from the dose series; inconclusive means CPE inhibition mostly from about 3.7% at the one dose, without a potency; inactive means the rest, 99 in 100 with CPE inhibition below about 2.2%; further: strong numbers were not always called active
# GPR35 arrestin U2OS: inhibition of zaprinast-stimulated GPR35 beta-arrestin translocation – imaging, U2OS, beta-arrestin-GFP, zaprinast agonist, primary screen (AID 2058); U2OS GPR35 beta-arrestin-GFP translocation imaging, zaprinast antagonism; higher % means a stronger effect; one-dose inhibition, % at 10 µM; IC50 in µM for titrated hits; 290,000 tested, 0.052% active;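 active means inhibition of at least 50% with at least 30 cells and total cytoplasm GFP at most 10,000,000; inconclusive means under 30 cells or total GFP of 10,000,000 plus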
# NOD1 inhibition: inhibition of NOD1-driven NF-kB reporter – cell-based, luminescence, uHTS, primary screen (AID 1578) | NOD1-driven NF-kB luciferase reporter cells, luminescence; higher % means a stronger effect | inhibition, % at 4 µM, or EC50 in µM where a hit was titrated | 290,000 tested, 1% active; in the data active means inhibition mostly above about 36%, no sharp cut-off; inactive means mostly below about 34%;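 further: HEK-293T reporter cells stimulated with the NOD1 agonist gamma-tri-DAP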
# Dengue-2 NS5 capping pilot replicate: further read-out of Dengue-2 NS5 capping, marked with its call; inhibition, %; measured here: pilot screen replicate inhibition
# An asterisk follows results filed as active; u = inconclusive; x = not tested or not shown; [ ] = dose if it differs, or a comment.
SMILES,KOR beta-arrestin-1,GPR55 activation,KOR beta-arrestin-2,HIV fusion peptide,GPR55 LPI antagonism,Dengue-2 NS5 capping,West Nile antiviral,GPR35 arrestin U2OS,NOD1 inhibition,others
Fc1ccc(-c2nc3ccccc3c3nc4ccccc4n23)cc1,1.1%,0.9%,-2.2%,-3.1%,7.6%,-7.3%,0.1%,3.3%,-2.0%,
CCCS(=O)(=O)NCCc1cc2c(OC)ccc(OC)c2[nH]c1=O,-16.6%,-0.1%,3.8%,-0.2%,-2.8%,-7.6%,x,6.4%,-4.7%,
O=C(Nc1ccc(Br)cc1Cl)c1cnccn1,27.4%,-0.1%,-1.9%,-0.3%,-0.5%,-5.7%,-0.3%,8.6%,-38.3%,
CC1CCc2c(sc3nc(CSc4nnnn4C)[nH]c(=O)c23)C1 (stereo unspecified),1.3%,-0.1%,-2.5%,1.1%,-3.2%,-21.3%,1.7%,-5.8%,-15.4%,
Cn1c(Cn2c(=O)sc3ccccc32)nnc1SCC(=O)Nc1ccccc1,23.3%,-0.1%,10.4%,-1.6%,3.1%,-1.4%,0.1%,-12.2%,-27.0%,
Cc1ccccc1N(CC(=O)N1CCN(c2ccccc2)CC1)S(C)(=O)=O,-21.2%,0.2%,12.1%,-0.4%,6.1%,-3.2%,-0.8%,-0.8%,-8.9%,
Cc1ccc(-c2ccc(SCC(=O)Nc3nonc3C)nn2)cc1,19.5%,-0.1%,-3.5%,-1.3%,-4.4%,-0.8%,-0.4%,11.8%,-51.7%,
CCOc1cc(NC(=S)NCc2ccccc2)c(OCC)cc1NC(=O)C(C)C,-81.8%,-0.1%,4.4%,-0.7%,-5.7%,-2.7%,-1.1%,-4.2%,1.5%,
Cc1ccc(S(=O)(=O)/N=C2/NC(=O)/C(=C/c3ccccn3)S2)cc1,-19.3%,0.2%,-3.8%,13.0%,0.7%,11.7%,0.9%,5.6%,-21.0%,
C[N+](C)(C)C/C=C1/COCO1,-11.1%,-0.1%,-4.3%,-2.8%,6.4%,-7.6%,0.0%,5.7%,-19.5%,
COc1cc(C2CC(=O)c3c([nH]c(C(=O)OCCOC(C)C)c3C)C2)cc(OC)c1OC (stereo unspecified),16.7%,-0.1%,-4.4%,0.2%,-5.4%,0.7%,-0.9%,-11.9%,44.5%,
O=C(CCCn1c(=O)[nH]c2ccsc2c1=O)N1CCCCC1,6.4%,0.2%,2.6%,-0.9%,12.0%,-1.6%,-0.3%,-1.9%,-55.3%,
O=C1c2cccc3cccc(c23)N1CN1CCN(c2ccccn2)CC1,-7.1%,-0.2%,0.2%,2.9%,13.3%,2.1%,0.2%,8.6%,-31.7%,
O=C(CN(Cc1ccccc1)C(=O)CNS(=O)(=O)c1ccc(F)cc1)NCC1CCCO1 (stereo unspecified),36.6%,0.5%,-2.2%,-1.2%,0.2%,-7.5%,-0.3%,-18.5%,-23.4%,
COCCNCCCOc1ccc(Br)cc1Cl,x,0.0%,3.2%,2.6%,5.6%,-1.3%,-0.1%,-13.0%,-43.3%,
COc1cc(/C=C2\SC(=O)NC2=O)ccc1Oc1ccc([N+](=O)[O-])cn1,14.2%,1.2%,3.7%,13.1%,1.0%,14.0%,0.9%,-3.2%,-6.6%,
O=S(=O)(NCc1c(Cl)cccc1Oc1ccccc1)c1ccccc1,43.0%,-0.2%,0.6%,-0.1%,6.1%,0.8%,-0.6%,13.5%,0.6%,
Cc1sc2ncnc(NCC(C)(C)N3CCOCC3)c2c1C,-12.2%,-0.1%,3.0%,-2.0%,-7.4%,-11.8%,0.0%,-3.9%,47.7%,
O=S1(=O)CCC(n2ncc3c2/C(=C/c2ccccc2)CC3)C1 (stereo unspecified),-18.0%,0.3%,-3.5%,0.8%,8.4%,-2.4%,-0.9%,-7.0%,-3.1%,
COc1ccc(N2C(=O)NC(NC(=O)c3ccncc3)(C(F)(F)F)C2=O)cc1 (stereo unspecified),-0.7%,0.5%,-1.3%,-0.8%,-1.0%,1.4%,0.3%,13.4%,4.4%,
COc1cc(NC(=O)CNc2cccc(S(=O)(=O)N3CCCC3)c2)cc(OC)c1,-28.2%,0.4%,4.6%,-0.7%,-6.9%,-5.9%,-1.4%,-1.0%,-2.7%,
Cc1ccc(S(=O)(=O)N2CCCc3ccccc32)cc1C,-41.5%[20 µM],0.3%,3.9%,0.3%,1.7%,11.2%,-0.3%,-5.8%,40.4%,
Cc1cc(=O)n(C2CCS(=O)(=O)C2)[nH]1 (stereo unspecified),-0.4%,-0.1%,x,-3.7%,-14.2%,x,0.2%,6.5%,-20.9%,
CCc1cc2c(SCc3nc4sc(C(C)=O)c(C)c4c(=O)[nH]3)ncnc2s1,5.6%,-0.1%,-1.6%,17.3%,-22.2%,-16.0%,-0.1%,-0.5%,2.4%,
CCn1c(CCNC(=O)c2cccs2)n[nH]c1=S,-7.6%,0.8%,4.9%,-1.4%,-19.0%,-6.5%,0.0%,-8.6%,28.3%,
# More entries follow.
SMILES,KOR beta-arrestin-1,GPR55 activation,KOR beta-arrestin-2,HIV fusion peptide,GPR55 LPI antagonism,Dengue-2 NS5 capping,West Nile antiviral,GPR35 arrestin U2OS,NOD1 inhibition,others
O=C1CSc2nc3ccccc3n21,17.8%,-0.2%,1.4%,-2.5%,4.1%,-16.9%,0.4%,5.2%,18.4%,
O=C(Nc1cccc(/C=C/c2nc3ccccc3c(=O)[nH]2)c1)c1ccccc1Cl,-30.1%,-0.2%,6.3%,0.2%,-10.3%,-4.6%,1.3%,-10.7%,1.2%,
CCc1ccccc1Nc1nc(N)nc(CSc2nnnn2C)n1,5.2%,-0.3%,-8.6%,-1.2%,15.6%,-3.1%,x,1.0%,-16.3%,
O=C(COc1ccc(S(=O)(=O)N2CCCCC2)cc1)NCC1CCCO1 (stereo unspecified),-9.5%,0.0%,0.0%,0.6%,10.4%,-5.9%,-0.5%,22.5%,-33.5%,
CCOC(=O)N1CCN(C(=O)c2cn(CC(C)C)c(=O)c3c2c2ccccc2n3C)CC1,-21.8%,0.0%,3.3%,-2.1%,-1.1%,-2.4%,0.4%,-8.6%,-20.2%,
CCOc1ccc(S(=O)(=O)N2CCN(c3ccccc3OC)CC2)c2cccnc12,0.8%,-0.2%,-2.2%,8.0%,23.9%,-1.6%,0.2%,6.7%,-7.5%,
CCC1=NN2C(=N)/C(=C/c3c(C)nn(-c4ccccc4)c3Cl)C(=O)N=C2S1,-31.1%,0.1%,4.3%,14.0%,5.5%,16.2%,0.9%,-9.4%,-17.6%,
COc1ccc(/C=N/Nc2cc(OC)ncn2)cc1,-5.4%,-0.2%,-4.9%,0.8%,-1.0%,2.2%,1.1%,-6.0%,-45.4%,
Cc1ccc(C(=O)Oc2cc(N)n(S(=O)(=O)c3ccc(C)cc3)n2)cc1,-34.2%,-0.5%,0.9%,-1.3%,-5.1%,-9.8%,1.0%,-9.0%,-27.1%,
COc1ccc(NC(=O)C2CCCN(S(=O)(=O)c3cccc4cccnc34)C2)cc1 (stereo unspecified),-15.8%,-0.1%,4.5%,-0.9%,3.5%,-2.2%,-0.5%,13.8%,14.1%,
NC(=O)Cc1nc2scc(-c3ccccc3)c2c(=O)[nH]1,-15.6%[20 µM],-0.1%,-4.4%,3.6%,-8.5%,x,0.8%,-8.8%,-19.2%,
COc1cc(C)ccc1OCc1cc(C(=O)N2CCCCCC2)no1,-29.3%,-0.2%,6.9%,0.3%,-11.7%,-7.0%,0.5%,4.0%,2.6%,
CCOC(=O)c1ccccc1Oc1c(F)c(F)nc(NCCO)c1F,-2.7%,-0.1%,-1.0%,-6.4%,5.3%,-3.5%,-0.3%,3.3%,x,
NC1=NC(c2ccc(Cl)cc2)N(c2ccc(S(N)(=O)=O)cc2)C(N)=N1 (stereo unspecified),22.2%,-0.1%,-2.5%,-0.1%,-3.2%,-2.6%,0.2%,11.5%,-0.2%,
CC(C(=O)NC1CCCCC1)N1C(=O)c2cccc3cccc1c23 (stereo unspecified),-15.6%,-0.1%,5.8%,1.5%,-7.7%,1.6%,-1.0%,6.3%,-20.5%,
COc1ccc(Cl)cc1NC(=O)CSc1nnc(CNC(=O)c2cccs2)o1,2.7%,0.3%,1.3%,0.7%,7.4%,-10.1%,0.0%,-4.9%,-5.8%,
CCC1CCC(c2nnc(-c3ccc(Br)cc3)o2)CC1 (stereo unspecified),7.8%,0.2%,4.6%,2.0%,2.8%,-3.3%,-1.4%,-3.2%,-21.9%,
Cn1c(=O)c(C=Nc2ccccc2)c(O)c2ccccc21,0.1%,-0.2%,-0.2%,0.2%,6.6%,x,-0.1%,-2.2%,1.2%,
CC(=O)Nc1sc(C)c(C)c1C(=O)Nc1ccc(C)cc1,-12.1%,0.3%,10.4%,0.5%,0.2%,-4.8%,-0.5%,0.2%,-14.9%,
O=C(Nc1nnc(C2=COCCO2)o1)C1CCCCC1,-29.9%,-0.2%,3.2%,2.1%,-10.2%,5.1%,0.3%,-2.3%,-16.9%,
O=C(Cn1c(=O)[nH]c2ccccc2c1=O)N1CCN(c2cccc(Cl)c2)CC1,6.5%,-0.2%,2.7%,0.7%,2.9%,-4.6%,-0.1%,-3.8%,-34.0%,
Cc1cccc(NC(=O)CCS(=O)(=O)c2ccc3c(c2)NC(=O)CS3)n1,-19.7%,0.0%,0.4%,5.0%,8.3%,0.0%,0.0%,8.5%,-18.0%,
CCOC(=O)c1sc2nc3c(cc2c1N)COC(C)(CC)C3 (stereo unspecified),7.5%,-0.1%,2.1%,-3.0%,18.3%,-5.0%,u,19.8%,-49.4%,Dengue-2 NS5 capping pilot replicate=1.5
O=C(Nc1ccc(S(=O)(=O)N2CCc3ccccc32)cc1)c1ccc2c(c1)OCO2,13.8%,-0.2%,0.3%,2.9%,9.2%,0.0%,0.1%,-4.6%,-4.5%,
COc1ccccc1OCC(=O)NCCSCc1ccc(Cl)cc1,-51.5%,0.3%,2.4%,-1.5%,-10.4%,0.0%,-1.0%,-0.6%,-19.3%,
CCN(CC)S(=O)(=O)c1ccc(Cl)c(C(=O)Nc2cccnc2)c1,-1.5%,0.4%,-2.9%,-1.6%,4.6%,0.8%,-0.9%,22.4%,20.8%,
COc1ccc(OC)c(NC(=O)CS(=O)(=O)c2cn(CC(=O)N3CCOCC3)c3ccccc23)c1,28.3%,0.0%,-3.7%,-1.0%,-14.1%,-1.9%,0.0%,14.8%,6.4%,

# An excerpt (hit frequency here may not be typical).
